# Compound activity (PubChem BioAssay)
# RmlC RmlD mix = mixture blocks RmlC and RmlD coupled enzyme activity. RmlC/RmlD coupled enzyme inhibition, 384-well mixture HTS. inhibition, % at 5.5 µM. 110,000 tested, 0.39% active. AID 1532; in the data active = inhibition above about 30%, passing the limit was not always enough; inconclusive = no clear call, values can overlap the other calls; also: strong numbers were not always called active
# RT RNaseH block = inhibitors of HIV-1 reverse transcriptase RNase H; AID 565; 65,000 tested, 1.9% active; inhibition, % at 10 µM; RT-RNase H RNA/DNA duplex cleavage, fluorescence; P04585; in the data active = inhibition above about 50%
# The depositor's hits bear a star; ? = inconclusive; . = not tested or not shown. Some of the compounds tested. The share of hits here may be higher or lower than overall.
SMILES,RmlC RmlD mix,RT RNaseH block
CCOC(=O)C1CCCN(S(=O)(=O)c2cn(C)c(=O)n(C)c2=O)C1 (centres undefined),-11,-8
CCC(C)[C@H]1CN=C(N)N1CCc1cccc(F)c1 (some centres undefined),-8,.
O=C(c1ccccc1)N1CCSC1=S,9,.
N/C(=N\OC(=O)C1CCCCC1)c1cccnc1,6,.
Cc1cc(/C=N/Nc2ccc([N+](=O)[O-])cn2)c(C)n1-c1ccccc1,8,.
CC(C)(C)OC(=O)CC[C@@H](C(=O)N1CCN(C(=O)OC(C)(C)C)CC1)n1cc(C(CO)NC(=O)OC(C)(C)C)nn1 (some centres undefined),13,.
COc1cc(-c2nnc(SCC3(c4ccc(Br)cc4)OCCO3)o2)cc(OC)c1OC,1,.
O=C(Cc1ccccc1)NN1C(=O)C2C3C=CC(C3)C2C1=O (centres undefined),-13,.
Cc1ccc(S(=O)(=O)Cn2nnnc2CN2CCOCC2)cc1,3,4
O=C(O)c1ccc2c(c1)ncn2C1CCCCC1,-5,.
CN1CCN(S(=O)(=O)c2ccc(NC(=O)C3CCCCC3)cc2)CC1,.,-3
C[C@H](NC(=O)c1ccco1)C(=O)Nc1ccc(S(=O)(=O)N2CCCC2)cc1,-8,.
O=C(Cc1sc(-c2ccccc2Cl)nc1-c1ccccc1)Nc1ccccc1,-60,.
Cc1csc(NC(=O)c2ccccc2C(=O)O)n1,-5,-9
O=C(O)[C@H](Cc1ccccc1)N1C(=O)c2ccncc2C1=O,5,0

# Next section, overlapping the part above by 3 compounds.
SMILES,RmlC RmlD mix,RT RNaseH block
O=C(Cc1sc(-c2ccccc2Cl)nc1-c1ccccc1)Nc1ccccc1,-60,.
Cc1csc(NC(=O)c2ccccc2C(=O)O)n1,-5,-9
O=C(O)[C@H](Cc1ccccc1)N1C(=O)c2ccncc2C1=O,5,0
COc1ccccc1Nc1nc(N)nc(CSc2nc(C)cc(C)n2)n1,8,-4
OC(CCN1CCCCC1)(c1ccccc1)c1ccccc1,0,-2
NS(=O)(=O)c1cc(C(=O)O)c(NCc2ccco2)cc1Cl,2,.
O=C(NCc1cccc(C(F)(F)F)c1)C1CC(c2c(Cl)cccc2Cl)=NO1 (centres undefined),-11,.
COCCn1c(SCC(=O)c2ccc(F)cc2)nnc1C(C)C,-17,12
CCOC(=O)c1ccc(S(=O)(=O)N2CCC(C(=O)O)CC2)cc1,11,.
c1ccc(CCNc2ncnc3nc[nH]c23)cc1,-6,-17
Cc1ccc(N(CC(=O)NCc2ccc3c(c2)OCO3)S(C)(=O)=O)cc1,9,-14
COCCn1c(SCC(=O)Nc2nc(C)c(Cl)cc2Cl)nc2ccccc21,-21,5
CCOc1ccc(NC(=O)N(CCN2CCOCC2)Cc2ccc3c(c2)CCCN3CC)cc1,7,-21
CC(C)C(C)(C#N)NC(=O)CSc1ncnc2sc(-c3ccccc3)cc12 (centres undefined),4,.
Cc1ccc(NC2=NC(c3ccccc3)n3c(nc(C)cc3=O)N2)cc1 (centres undefined),-7,-1
CCCSc1nc(NCc2ccco2)c2c3c(sc2n1)COC(C)(C)C3,3,.
Cc1cc(C)cc(OCC(=O)NN2Cc3ccccc3C2=N)c1,2,.
CC1CCC(NC(=O)CC2Oc3ccccc3NC2=O)CC1 (centres undefined),6,-7
CCOc1ccc(NC(=O)C2CC(C)=C(C)CC2C(=O)O)cc1 (centres undefined),-5,-6
S=C(Nc1cccc(Cl)c1)NC1CCCCC1,-12,.
N#CCCN(C(=O)Nc1ccccc1)c1ccccc1,-14,-9
Cc1c(C)c2c(c(C)c1O)CC[C@@](C)(CCC[C@H](C)CCC[C@H](C)CCCC(C)C)O2,2,.
COC(=O)n1c(=S)oc2cc(Cl)ccc21,8,0
COC(=O)c1c(C(=O)OC)c(-c2cccc(C)c2)n2c1CS(=O)(=O)C2,-6,.
COc1ccc(CCNC2=NCC(C)S2)cc1 (centres undefined),12,-12
CCn1c(C)cc(/C=C2\SC(=O)N(CC(=O)Nc3ccc(C)c(C)c3)C2=O)c1C,-48,.
O=C(N/N=C/c1ccc(Cl)cc1Cl)Nc1ccccc1,1,.
CCOC(=O)N1CCN(C(=O)c2cc3c(-c4ccc(Cl)cc4)nn(C)c3s2)CC1,-7,-13
CCCn1c(SCC(=O)N2CCCc3ccccc32)nc2c1c(=O)n(C)c(=O)n2C,.,-21
C=CCn1c(O)c(C=Nc2ccc(OC)cc2C)c(=O)[nH]c1=O,-5,41
COc1ccc(-c2csc(NC(C)c3nc4cc(Cl)c(N5CCCCC5)cc4n3CCCO)n2)cc1 (centres undefined),22,.
CCCNC(=O)c1onc(CSc2ccc(Cl)cc2)c1C(=O)NCCC(C)C,2,.
CCOC(=O)c1ccc(NC(=O)CC2SCCNC2=O)cc1 (centres undefined),16,1
Cc1ccccc1NC(=O)CSCC(=O)Nc1ccccc1C,7,.
COc1ccc(OC)c(C2C(C(=O)O)c3ccccc3C(=O)N2C)c1 (centres undefined),5,65*
Cc1nc2ccccn2c1P(=O)(N1CCCCC1)N1CCCCC1,-15,-4
CCCCNC(=O)CN(c1cccc(Br)c1)S(C)(=O)=O,-7,.
c1ccc2c(c1)nnn2Cc1nnc2sc(-c3ccncc3)nn12,9,75*
CC1CCCCN1S(=O)(=O)c1ccc(NC(=O)CSc2nnnn2C)cc1 (centres undefined),8,8
CCOC(=O)CN1C(=O)N[C@@H](c2cccs2)C(C(=O)OC)=C1C,-21,.
COC(=O)c1ccc(C)c(NC(=O)CN(c2ccc3c(c2)OCO3)S(C)(=O)=O)c1,-4,7
CCCCOc1ccc(Nc2nc(C)cc(C)c2C#N)cc1,-2,.
Cn1cnnc1SCC(=O)Nc1cccc(C(=O)O)c1,4,.
O=C(NCCN1CCNCC1)c1ccccn1,-9,-18
O=C(C(Cc1ccccc1)n1cccc1)N1CCN(c2ncccn2)CC1 (centres undefined),8,-6
COc1ccc(CSc2nc(N3CCOCC3)c3c(c2C#N)CC(C)(C)OC3)cc1,-2,-1
CCCCCCC(=O)Cc1cc(OC)c(OC)cc1C=C(C(=O)OCC)C(=O)OCC,7,.
CCCC(=O)NCCCc1nc2ccccc2n1CCC,-2,-4

# Some of the entries above in another layout.
SMILES | RmlC RmlD mix | RT RNaseH block
COC(=O)c1ccc(C)c(NC(=O)CN(c2ccc3c(c2)OCO3)S(C)(=O)=O)c1 | -4 | 7
CCCCOc1ccc(Nc2nc(C)cc(C)c2C#N)cc1 | -2 | .

# (next part)
SMILES,RmlC RmlD mix,RT RNaseH block
Cc1ccc2oc(=O)c3cnn(CC(=O)N4CCCc5ccccc54)c3c2c1,-9,-12
N#CC(c1ccc(Cl)nn1)c1ccccc1Cl (centres undefined),-6,.
CCS(=O)(=O)NCC(c1cccnc1)N1CCN(c2ccccc2)CC1 (centres undefined),6,.
Cc1cc(Cl)ccc1OCC(=O)NCc1ccncc1,8,.
O=C(NCc1ccco1)C(c1cccs1)N(C(=O)Cc1cccs1)c1ccccc1 (centres undefined),-17,-3
CCCC(=O)Nc1ccc(C(=O)Nc2nnc(COCC)s2)cc1,1,.
CC(=O)Nc1nc2ccccc2n1CCOc1ccccc1,-8,-19
CC(C)c1nc(SCC(=O)Nc2ccc(N3CCOCC3)cc2)c2ccccc2n1,30,.
Cc1ccnc(NS(=O)(=O)c2ccc(NC(=O)c3c(-c4ccccc4Cl)noc3C)cc2)n1,-19,.
CCN(CC)CCCNC(=O)C1c2ccccc2C(=O)N1Cc1ccc(C)cc1 (centres undefined),-10,-2
Cc1cccc(-c2cc3nc4c(c(N5CCC6(CC5)OCCO6)n3n2)CCCC4)c1,.,41
Cc1cccc(N2C(=O)CSC2c2cccnc2)c1 (centres undefined),-12,.
Fc1ccc(-c2cc(C(F)(F)F)nc(N3CCCCC3)n2)cc1,-8,-8
COC(=O)C1CCN(c2nc3ccccc3nc2C(C#N)C(=O)NCCc2ccccc2)CC1 (centres undefined),9,7
CC(=O)Nc1ccc(C(=O)OCC(=O)NC(=O)NC2CCCCC2)cc1,1,-50
CCC(C)(C(=O)NC1CCCCC1)N(C(=O)CNC(C)=O)c1c(C)n(C)n(-c2ccccc2)c1=O (centres undefined),-9,.
CCCn1c(SCC(=O)Nc2ccccc2-c2ccccc2)nnc1-c1ccoc1C,8,-3
CCOc1ccc(NC(=O)C(C)Oc2ccccc2C(=O)Nc2cccc(Cl)c2Cl)cc1 (centres undefined),-3,.
CCOC(=O)c1cn2nc(-c3ccc(OC)cc3)cc2nc1C1CCN(C(=O)OC(C)(C)C)CC1,-171,.
Cc1ccc(-c2cc(C(=O)Nc3ccc4c(c3)OCCO4)c3ccccc3n2)cc1,-8,.
Cc1cccn2c(=O)c3cc(C(=O)N4CCc5ccccc54)n(C)c3nc12,.,-21
CCOC(=O)CSc1nc(C)c(C(=O)OCC)s1,9,6
CCC1C(C#N)=C(N)OC2=C1C(=O)CC(C)(C)C2 (centres undefined),-1,18
CCOC(=O)c1cnc(-c2ccccc2)nc1Oc1ccccc1,-11,.
COc1ccccc1Nc1nc(N)nc(CN2CCN(c3ccccc3)CC2)n1,-4,1
CCOC(=O)C1CCN(C(=O)CCCN2C(=O)c3ccccc3C2=O)CC1,-21,-9
N#Cc1nc(Cc2cccc3ccccc23)oc1N1CCN(c2ccccc2)CC1,-13,.
CC1=C(C)CS(=O)N(S(=O)(=O)c2ccc(Cl)cc2)C1 (centres undefined),9,-5
c1coc(-c2nnc3n2C2(CCCC2)Cc2ccccc2-3)c1,11,-47
O=C(NCCN1CCOCC1)C1CCN(Cc2ccccc2O)CC1,10,-13
O=C(Nc1ccccc1)C1=C[C@H](C2CCCCC2)C[C@H](OCCCCO)O1,-3,.
COc1ccccc1CNC(=O)c1ccoc1C,1,-11
COc1ccc(C(=O)COC(=O)[C@H](C)Nc2ccc(C(F)(F)F)cc2[N+](=O)[O-])cc1,-12,.
C1CCC2=NCCCN2CC1,-2,-3
COc1cccc(Cn2c(-c3nonc3N)nc3ccccc32)c1,12,-30
Cc1ccc(C)c(NC(=O)CSc2nnc(-c3ccccc3)n2N)c1,9,0
COc1ccc(N2CCN(c3ncccn3)CC2)cc1,17,.
CC12CC(c3ccccc3O1)N(C(=O)c1ccc(Br)o1)C(=O)N2c1ccccc1 (centres undefined),97,.
CCS(=O)(=O)N1CCCC(C(=O)NC2CCC(C)CC2)C1 (centres undefined),-3,-31
CCOC(=O)Nc1ccc2c(c1)N(C(=O)CCN1CCN3CCCC3C1)c1ccccc1CC2 (centres undefined),.,-11
Cc1noc(C)c1C(=O)Nc1c(F)cc(F)cc1Br,7,-2
Cc1sc(NC(=O)CSc2nnc(C(C)C)n2C)c(C#N)c1C,-9,.
COc1ccc(Cn2c(=O)sc3ccccc32)cc1OC,-4,-2
Cc1ccc(C)c(Cn2c(=O)n(CCC(=O)NCc3ccco3)c(=O)c3sccc32)c1,7,7
Cc1cccc(-c2nsc(SCC(=O)N3CCCC3)n2)c1,3,79*
C=CCc1ccccc1OCC(O)CN1CCN(c2ccccc2OC)CC1 (centres undefined),-6,2
C=CCn1c(-c2cccn(Cc3ccccc3)c2=O)n[nH]c1=S,13,.
O=C(NCC1CCCO1)c1cc2n(n1)C(C(F)(F)F)CC(c1ccc(Br)cc1)N2 (centres undefined),0,-2
COc1ccc(NC(=O)/C(Cl)=C(/Cl)S(=O)Cc2ccccc2)cn1 (centres undefined),-10,.
N#Cc1cnn(Cc2ccccc2)c1/N=C/N1CCOCC1,-45,-19
Cc1cc(C)cc(C(=O)N2CCC(C(N)=O)CC2)c1,6,3
COc1cccc(C(=O)c2cc3ccc(O)cc3oc2=O)c1,?,-5
c1ccc(-c2cc(-c3nc(-c4cccnc4)no3)c3ccccc3n2)cc1,.,-35
COc1ccc(CNc2nc(NCc3ccc(OC)cc3)n(C(C)=O)n2)cc1,-45,.
CCN(CC)c1ccc(/C=N/Nc2nc3ccccc3[nH]2)c(O)c1,11,.
Cc1ccc([N+](=O)[O-])cc1NC(=O)CN(C(=O)c1ccc(Cl)cc1)C1CCCCC1,1,.
CC(=O)Nc1cc(C(N)=O)c(Cl)cc1Cl,-10,1
CCc1nc2ccccc2c(C(=O)OCC(=O)NCc2ccco2)c1C,-2,-16
O=C1C2ON(c3ccccc3)C(c3ccncc3)C2C(=O)N1c1ccccc1 (centres undefined),1,-4
CC(=O)Nc1ccc(-c2ccccc2)s1,6,-8

# Gathered by group, those above with a CF3 group (four)
SMILES,RmlC RmlD mix,RT RNaseH block
O=C(NCc1cccc(C(F)(F)F)c1)C1CC(c2c(Cl)cccc2Cl)=NO1 (centres undefined),-11,.
Fc1ccc(-c2cc(C(F)(F)F)nc(N3CCCCC3)n2)cc1,-8,-8
COc1ccc(C(=O)COC(=O)[C@H](C)Nc2ccc(C(F)(F)F)cc2[N+](=O)[O-])cc1,-12,.
O=C(NCC1CCCO1)c1cc2n(n1)C(C(F)(F)F)CC(c1ccc(Br)cc1)N2 (centres undefined),0,-2

# Of the compounds above, these contain a nitro group on carbon.
SMILES,RmlC RmlD mix,RT RNaseH block
Cc1cc(/C=N/Nc2ccc([N+](=O)[O-])cn2)c(C)n1-c1ccccc1,8,.
COc1ccc(C(=O)COC(=O)[C@H](C)Nc2ccc(C(F)(F)F)cc2[N+](=O)[O-])cc1,-12,.
Cc1ccc([N+](=O)[O-])cc1NC(=O)CN(C(=O)c1ccc(Cl)cc1)C1CCCCC1,1,.

# Additional records follow:
SMILES,RmlC RmlD mix,RT RNaseH block
COc1ccc2c(c1)c1nc3ccccc3nc1n2CCn1c(=O)oc2ccccc21,-7,.
COc1cccc(-n2cc(C(=O)O)c3ccccc3c2=O)c1,-2,-9
COCCn1c(SCC(=O)c2ccc3c(c2)OCCO3)nnc1C(C)C,7,-14
Cc1ccc(Cl)cc1NC(=O)C1CCCN(S(=O)(=O)c2c(C)noc2C)C1 (centres undefined),-13,-4
CCCOc1c(OC)cc(Cl)cc1C1NC(=O)NC(C)=C1C(=O)NCc1ccccc1 (centres undefined),5,.
COc1ccc2[nH]cc(/C=C(/C#N)S(=O)(=O)c3ccccc3)c2c1,0,.
